Pf growth 96h: inhibits malaria parasite growth, 96 h | Potency, µM (series often up to 28.7 µM), for the others: at the highest dose activity change, negative = inhibition, usual class: inhibitors | AID 504834 | P. falciparum luciferase reporter growth, 96 h | actives 6.9% (n = 320,000)
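Infected RBCs, 2% Hct / 0.05% parasitemia final; luciferase-reporter P. falciparum; cpd 96 h, 37 C, 5% CO2; luciferase detection reagent; luminescence.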
Pf growth 48h: P. falciparum growth inhibition at 48 hours (one generation) | P. falciparum luciferase growth in erythrocytes, 48 h | Potency, µM (doses to about 28.7 µM), without a hit: at the highest dose activity change, negative = inhibition, usual class: inhibitors | actives 5.9% (n = 310,000) | AID 504832
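Compounds are pin-transferred into medium, infected erythrocytes (2% hematocrit, 0.1% parasitemia final) are added, and plates sit one parasite generation at 37 C in 5% CO2. Detection reagent is then added and luminescence measured.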
Sm TGR block: S. mansoni TGR enzyme inhibition; purified TGR, DTNB reduction, TNB absorbance 405 nm; Potency, µM (titrated, usually from 114 µM), for the others: at the top dose activity change, negative = inhibition, most hits filed as inhibitors; actives 3% (n = 360,000); further: nearly all actives have a fitted effect of over 60% in size
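First, TGR (20 nM dispensed) and NADPH were mixed with compound. Second, a 15 min room-temperature incubation followed. Third, further NADPH and then DTNB were added to start the reaction. Finally, TNB absorbance was monitored kinetically.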
LmPK inhibitor: blocks Leishmania mexicana pyruvate kinase activity. Q27686. purified LmPK, Kinase-Glo ATP luminescence, 1 h. Potency, µM (doses to about 57.5 µM), for inactives: at the top dose activity change, negative = inhibition, most hits filed as inhibitors. actives 0.37% (n = 290,000). AID 1721
Target sequence (Q27686 whole entry, looked up): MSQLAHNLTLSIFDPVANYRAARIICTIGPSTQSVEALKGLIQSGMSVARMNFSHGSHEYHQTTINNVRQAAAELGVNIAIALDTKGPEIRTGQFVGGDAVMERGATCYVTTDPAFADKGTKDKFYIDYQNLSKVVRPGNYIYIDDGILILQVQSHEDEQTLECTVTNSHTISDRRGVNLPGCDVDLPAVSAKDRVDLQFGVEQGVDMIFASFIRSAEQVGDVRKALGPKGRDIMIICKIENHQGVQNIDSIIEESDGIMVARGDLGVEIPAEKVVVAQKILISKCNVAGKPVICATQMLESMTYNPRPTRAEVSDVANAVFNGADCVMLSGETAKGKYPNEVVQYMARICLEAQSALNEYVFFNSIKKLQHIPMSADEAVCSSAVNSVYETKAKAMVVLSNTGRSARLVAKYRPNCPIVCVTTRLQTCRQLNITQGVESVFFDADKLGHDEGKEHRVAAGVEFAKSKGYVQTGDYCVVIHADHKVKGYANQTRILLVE
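qHTS format; LmPK 0.1 nM; substrates PEP 0.5 mM and ADP 0.1 mM. One-hour room-temperature incubation, then coupled luciferase luminescence; 0.5 nM enzyme wells mark activation.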
Tb PYK inh: T. brucei pyruvate kinase inhibition; AID 624173; Potency, µM (top dose mostly 76.8 µM), without a hit: at the highest dose activity, negative = inhibition, hits mostly inhibitors; TbPYK enzyme, Kinase-Glo Plus ATP luminescence, 45 min; actives 0.12% (n = 410,000); further: nearly all actives have a fitted effect of over 50% in size
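ADP (130 uM final) triggers the TbPYK reaction after compound addition; incubation is 45 min at room temperature. Kinase-Glo Plus is then added and luminescence imaged. Normalized data are fitted to concentration-effect curves.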
HCV inh: blocks hepatitis C virus; actives 3.4% (n = 340,000); AID 651820; Potency, µM (top dose mostly 41.8 µM), without a hit: at the highest dose activity change, negative = inhibition, actives largely listed as inhibitors; Huh7.5.1 HCVcc-Cre infection, luciferase reporter, 44 h
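Infectious HCVcc-Cre (~0.5 moi) was added to cells just after compound, with cells seeded 4 h earlier at 1,000 per well. Luciferase activity after 44 h culture reported infection; substrate was incubated 15 min at room temperature before reading.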
* = called active by the depositor; u = inconclusive; x = not tested or not shown; & = joins results of further samples; [ ] = another dose, or the depositor's remark. The call rests on the fitted dose curve; in most records, active means well fitted curve in the direction sought with a large enough effect; inconclusive means small, poorly fitted or top-dose-only effect, or another doubt; inactive means no such curve, though single readings can be large; an effect the other way counts as inactive or inconclusive. On the % scale 0 is the no-effect control and ±100 the full control effect; potency means the concentration at half of the fitted maximal effect.

No.	Molecule	Pf growth 96h	Pf growth 48h	Sm TGR block	LmPK inhibitor	Tb PYK inh	HCV inh
1	O=S(=O)(c1ccccc1)N1CCN(C(=S)Nc2ccc(Br)cc2)CC1	28%	7%	-5%	0%	-8%	-8%
2	O=C(COC(=O)/C=C/c1ccccc1)Nc1cccnc1Cl	10%	14%	-10%	x	3%	4%
3	Cc1cc(Oc2ccc(=O)n(C)n2)nc(Oc2ccc(=O)[nH]n2)n1	1%	8%	7%	-1%	-8%	24%
4	O=C(NC1CCCC1)c1cc(-c2ccccc2Cl)on1	25%	147%[activator]	6%	-2%	8%	u
5	Cn1ccnc1SCC(=O)Nc1cc(C(F)(F)F)ccc1N1CCOCC1	x	-5%	-8%	-1%	-1%	u
6	CC(C)CNC(=O)Cn1nc(C(F)(F)F)c2c1CCCC2	10µM*	20%	0%	-7%	-1%	2%
7	COCCCNC(=S)N(CCO)Cc1cc2cc3c(cc2[nH]c1=O)OCO3	-14%	-1%	1%	-9%	-15%	10%
8	CCCCc1c(C)c(C#N)c2nc3ccccc3n2c1Nc1c(C)n(C)n(-c2ccccc2)c1=O	2.1µM*	1.9µM*	4%	-3%	5%	u
9	COCC(C)NC(=O)c1ccccc1[N+](=O)[O-] (stereo unspecified)	u	8%	-3%	-3%	-7%	14%
10	CCOC(=O)C1CCCN(CCc2ccccc2)C1 (stereo unspecified)	u	-10%	8%	-4%	4%	6%
11	NC(=O)N(N)c1nc(N2CCCC2)nc(N2CCCC2)n1	-17%	11%	-4%	x	-3%	36%[activator]
12	CCn1c(=NC(=O)CSC(C)=O)sc2ccccc21	u	6%	15%	2%	-6%	u
13	CC(C)CNS(=O)(=O)c1ccc(CC(C)C)cc1	-9%	-10%	-10%	2%	-2%	-2%
14	O=C(Nc1ccon1)c1ccc(Cl)c(S(=O)(=O)N2CCCCC2)c1	9%	u	-3%	-5%	0%	-25%
15	Cc1c(C(=O)NCCCN2CCCC2=O)oc2ccccc12	u	50%[activator]	4%	-8%	5%	14%
16	CCCCCCCCCCS(=O)(=O)N/N=C/c1ccc([N+](=O)[O-])cc1	x	9%	-20%	-2%	4%	6%
17	CCCc1nc2ccccc2n1CC(O)COc1ccc(NC(C)=O)cc1 (stereo unspecified)	3%	0%	x	-3%	0%	-9%
18	CCSCCOC(=O)C1=C(C)NC(=O)NC1c1cc(OC)ccc1OC (stereo unspecified)	16%	2%	-2%	2%	5%	6%
19	O=C(Cn1ccc(C(F)(F)F)n1)Nc1ccc(S(=O)(=O)NCc2ccco2)cc1	-5%	3%	45µM*	2%	4%	-13%
20	CC(C)c1ccccc1NC(=O)COC(=O)Cc1ccsc1	-20%	-6%	1%	0%	-3%	0%
21	CCn1c(=O)c(C(=O)NNC(=O)c2ccccc2)c(O)c2ccccc21	114%[activator]	38%[activator]	15%	-4%	3%	-16%
22	O=C(Cn1nnc2ccccc21)N/N=C\C=C\c1ccccc1	64%[activator]	18%	-2%	2%	-3%	8%
23	CN(Cc1nc(-c2cccnc2)no1)S(=O)(=O)c1ccc2ccccc2c1	10%	18%	0%	0%	-1%	13%
24	Nn1c(SCC(=O)Nc2ccccc2)nnc(Cc2ccccc2)c1=O	-14%	-23%	-4%	x	-3%	0%
25	COc1ccc(F)cc1C(=O)C1CCCN(Cc2cccn2-c2ccccn2)C1 (stereo unspecified)	3.3µM*	10µM*	-8%	-3%	0%	u
26	COC(=O)Nc1sc2c(c1C(=O)NCc1ccco1)CCCC2	u	-17%	-4%	2%	-11%	u
27	O=C1C(=O)N(CCN2CCOCC2)C(c2ccc(F)cc2)/C1=C(/O)c1ccc(S(=O)(=O)N2CCOCC2)cc1 (stereo unspecified)	3%	0%	-8%	3%	11%	u
28	Cc1c(CCC(=O)O)c(=O)oc2cc3occ(C(C)(C)C)c3cc12	1µM*	-8%	-3%	-19%	0%	-1%
29	COc1cccc(CNC(=O)CCNS(=O)(=O)c2ccc3c(c2)CC(C)N3C(C)=O)c1 (stereo unspecified)	-24%	-23%	5%	5%	-18%	12%
30	Cc1cccc2sc(N(CCCN(C)C)C(=O)c3ccc(S(=O)(=O)N4CCc5ccccc5C4)cc3)nc12	u	9.3µM*	-8%	7%	7%	-9%
31	CCOC(=O)Cc1csc(NS(=O)(=O)c2ccc(NC(C)=O)cc2)n1	u	-1%	-9%	-3%	9%	8%
32	Cc1ccc(Cn2nc(C)cc2C(=O)Nc2ccccc2Cl)cc1	42%[activator]	2%[0.00184 µM]	9%	-1%	-1%	-25%
33	CC(=O)c1ccc(NC(=O)c2noc3c2CCCCC3)cc1	35%[activator]	207%[activator]	-9%	5%	0%	11%
34	CCCCC(=O)Nc1ncc2c(n1)CC(C)(C)CC2=O	51%[activator]	16%	0%	4%	0%	8%
35	CCC(C(=O)NC1CCCCC1)n1c(SCc2ccc(F)cc2)nc2ccncc21 (stereo unspecified)	u	u	-9%&-4%	7%	-1%&-2%	-23%
36	Cc1cc2c(s1)CCCCC(=O)N2	3%	46%[activator]	13%	0%	-3%	1%
37	Cc1nc(C)c(C(=O)N2CCCC(C(=O)c3ccc4ccccc4c3)C2)s1 (stereo unspecified)	u	7%	-2%	4%	6%	u
38	c1cc(C2CCCCC2)ccc1Oc1nc(N2CCOCC2)nc(N2CCOCC2)n1	u	u	0%	5%	4%	8%
39	COc1cccc(CN2C(=O)c3ccccc3C2C(=O)NCC2CCCO2)c1 (stereo unspecified)	x	x	-24%	0%	-6%	19%
40	Oc1ccccc1CN1CCN(C(O)(c2ccccc2)c2ccccc2)CC1	5.2µM*	5.9µM*	-1%	0%	-5%	u
41	CCCCN(C(=O)c1ccc(C)c(S(=O)(=O)N2CCOCC2)c1)c1c(N)n(CC(C)C)c(=O)[nH]c1=O	15%	-1%	0%	x	3%	-6%
42	CN(Cc1ccccc1)C(=O)CCC1CCN(S(=O)(=O)N(C)C)CC1	u	6%	-6%	6%	1%	9%
43	O=C(CN1C(=O)c2ccccc2C1=O)c1ccc(F)cc1	96%[activator]	116%[activator]	-1%	7%	7%	20%
44	CN1CCN(C2CCN(c3cccc(Cl)c3)CC2)CC1CCO (stereo unspecified)	75%[activator]	23%	u	-5%	2%	-6%
45	CCCOc1cccc(-c2nnc(N)s2)c1	1%[5.75 µM]	45%[activator]	7%	3%	3%	-9%
46	Cc1cc(C(=O)Nc2cccc(C)c2C)n(-c2ccccc2)n1	21%	30%[activator]	0%	-10%	4%	5%
47	O=C(Nc1nnc(SCc2ccccn2)s1)C1CC(=O)N(c2ccccc2)C1 (stereo unspecified)	u	6%	1%	3%	-9%	28%
48	Cc1cc(NC(=O)c2c(Cl)cnn2C)no1	x	5%	-13%	-7%	-3%	-3%
49	COc1ccc(C2CC(=O)N(CC(=O)NCC3CCCO3)c3ccccc3S2)cc1OC (stereo unspecified)	u	u	7%	0%	-1%	-9%
50	COc1ccc2nc(-c3cccc(N)c3)[nH]c2c1	35%	320%[activator]	u	22µM*	-7%	-16%
51	O=C(c1ccccc1)C(c1ccccc1)c1ccccc1	u	u	7%	x	4%	-20%
52	CNC(=O)NC(=O)CSc1ncc(C(F)(F)F)cc1Cl	141%[activator]	36%	-32%	0%	-3%	0%
53	Cc1cc(C)c(OCC(=O)OCC(=O)NC2CCCCCCC2)c(C)c1	-13%	23%	7%	-9%	0%	17%
54	CCOC(=O)N1CCC2(CC1)C(C#N)=C(N)Oc1c2c(C)nn1-c1cccc(Cl)c1	23%	9.3µM*	1.1µM*	-3%	-6%	-15%&-1%
55	Cc1ccc(C)c(OCCn2cc(/C=C(\C#N)C(=O)NCc3ccco3)c3ccccc32)c1	0%	9.3µM*	-2%	-3%	-4%	-19%
56	O=C(CNC(=O)c1ccco1)OCC(=O)c1cccc2ccccc12	41%[activator]	12%	-2%	0%	-11%	8%
57	COc1ccc(C2CC(=O)C(C=NCCCO)=C(O)C2)cc1 (stereo unspecified)	-24%	26%	-1%	0%	-15%	13%
58	COc1cc2c(cc1OC)C(COc1ccc(C(C)C)cc1)NCC2 (stereo unspecified)	12µM*	u	-10%	-1%	3%	9%
59	Cc1ccc(CN(CC(=O)NCC2CCCO2)S(=O)(=O)c2ccc(C)cc2)cc1 (stereo unspecified)	-11%	6%	-5%	-4%	-24%	10%
60	OCC[C@@H]1C[C@H](O)[C@@H](O)[C@@]2(CCc3ccccc3CO2)O1	0%	0%	7%	-5%	1%	u

Full records, quoted from the list.
`CCOC(=O)N1CCC2(CC1)C(C#N)=C(N)Oc1c2c(C)nn1-c1cccc(Cl)c1` across the screens: Pf growth 96h = 23%; Pf growth 48h = 9.3µM*; Sm TGR block = 1.1µM*; LmPK inhibitor = -3%; Tb PYK inh = -6%; HCV inh = -15%&-1%
`O=C(CN1C(=O)c2ccccc2C1=O)c1ccc(F)cc1` across the screens: Pf growth 96h = 96%[activator]; Pf growth 48h = 116%[activator]; Sm TGR block = -1%; LmPK inhibitor = 7%; Tb PYK inh = 7%; HCV inh = 20%
`Cc1cc(C(=O)Nc2cccc(C)c2C)n(-c2ccccc2)n1` across the screens: Pf growth 96h = 21%; Pf growth 48h = 30%[activator]; Sm TGR block = 0%; LmPK inhibitor = -10%; Tb PYK inh = 4%; HCV inh = 5%

The results go on:
No.	Molecule	Pf growth 96h	Pf growth 48h	Sm TGR block	LmPK inhibitor	Tb PYK inh	HCV inh
61	COc1ccc(/C=N/NC(=O)c2cccnc2)c(C(=O)O)c1OC	68%[activator]	9%	u	-1%	2%	26%
62	CC(C)Nc1nc(Cl)nc(NC(C)C)n1	-15%	18%	5%	1%	-2%	0%
63	CC(=O)NS(=O)(=O)c1ccc(NC(=O)c2ccc(NC(=O)c3cccs3)cc2)cc1	-21%	-20%	0%	x	2%	-11%
64	CCOc1ncccc1C(=O)OCC(=O)c1cccs1	x	20%	-1%	-22%	0%	15%
65	CCCCNC(=O)C1CCN(S(=O)(=O)N2CCOCC2)CC1	-14%	24%	-5%	14%	3%	22%
66	COCCN(C(C)=O)c1nnc(-c2ccccn2)s1	x	55%[activator]	-2%	0%	-1%	22%
67	COc1ccccc1N(CCC#N)C(=O)CSc1nnc2ccccn12	-15%	2%	33%	x	0%	-3%
68	Cc1ccc(NC(=O)CSc2ccc(-c3ccc4c(c3)OCO4)nn2)cc1F	u	84%[activator]	-7%	-5%	-5%	11%
69	CC(=O)Nc1ccc(S(=O)(=O)Nc2ccc(N3CCOCC3)c(F)c2)cc1	-18%	x	0%[11.4 µM]	12%	10%	-7%
70	CCOc1ccc(NC(=O)c2ccccc2OC)cc1	x	77%[activator]	-1%	-1%	-5%	6%

Already shown: 3 of the compounds above.
No.	Molecule	Pf growth 96h	Pf growth 48h	Sm TGR block	LmPK inhibitor	Tb PYK inh	HCV inh
68	Cc1ccc(NC(=O)CSc2ccc(-c3ccc4c(c3)OCO4)nn2)cc1F	u	84%[activator]	-7%	-5%	-5%	11%
69	CC(=O)Nc1ccc(S(=O)(=O)Nc2ccc(N3CCOCC3)c(F)c2)cc1	-18%	x	0%[11.4 µM]	12%	10%	-7%
70	CCOc1ccc(NC(=O)c2ccccc2OC)cc1	x	77%[activator]	-1%	-1%	-5%	6%

Assay outcomes deposited in PubChem by National Center for Advancing Translational Sciences (NCATS).
